SRC3 TRFRET art – TR-FRET detection interference compounds, artefact control for PPARgamma SRC-3 recruitment agonists, biochemical, TR-FRET ratio. TR-FRET artefact counter-screen, PPARgamma/SRC-3 format; stronger effect = higher value. TR-FRET ratio at 8 µM. 0.39% of 99,000 active. AID 1048, 2008; in the data active = TR-FRET ratio above about 2000; note: inactives centre near 1600
SRC1 TRFRET art – TR-FRET detection interference compounds, primary screen, artefact control for PPARgamma SRC-1 recruitment agonists, biochemical, TR-FRET emission ratio; TR-FRET detection artefact counter-screen; stronger effect = higher value; AID 1051, 2008; TR-FRET ratio at 8 µM; 0.34% of 99,000 active; in the data active = TR-FRET ratio above about 2300; note: inactives centre near 1800
An asterisk follows results filed as active. Only part of the results is shown. The share of hits here may be higher or lower than overall.

SMILES	SRC3 TRFRET art	SRC1 TRFRET art
Cn1c(=NC(=O)c2ccco2)sc2ccccc21	1762	1678
COC(=O)c1sc(NC(=O)COc2ccccc2C)nc1C	1695	2013
O=c1c(-c2ccccc2)c(O)nc(SCCN2CCOCC2)n1-c1ccccc1	1691	1868
NNC(=O)c1nc[nH]c1C(=O)Nc1ccccc1[N+](=O)[O-]	1328	1705
COCCNC(=O)c1cn(C)c2ccccc2c1=O	1408	1869
Cc1cccc2sc(N(CCCN(C)C)C(=O)c3cc4ccccc4oc3=O)nc12	1794	1963
CNC(=O)c1ccccc1-c1cn(C)c2ccccc2c1=O	1409	1673
CC(C)(C)[C@H]1C=C(C(=O)NC2CC2)O[C@@H](OCCCCO)C1	1469	1648
CCN(C(=O)CSc1ncnc2sc(C)c(C)c12)C1CCS(=O)(=O)C1 (centres undefined)	1567	1681
O=C(C(=O)N1CCN(c2cccc(Cl)c2)CC1)c1c[nH]c2ccccc12	1774	1623

7 of the compounds above, bar-delimited.
smiles | SRC3 TRFRET art | SRC1 TRFRET art
COC(=O)c1sc(NC(=O)COc2ccccc2C)nc1C | 1695 | 2013
O=c1c(-c2ccccc2)c(O)nc(SCCN2CCOCC2)n1-c1ccccc1 | 1691 | 1868
NNC(=O)c1nc[nH]c1C(=O)Nc1ccccc1[N+](=O)[O-] | 1328 | 1705
COCCNC(=O)c1cn(C)c2ccccc2c1=O | 1408 | 1869
Cc1cccc2sc(N(CCCN(C)C)C(=O)c3cc4ccccc4oc3=O)nc12 | 1794 | 1963
CNC(=O)c1ccccc1-c1cn(C)c2ccccc2c1=O | 1409 | 1673
CC(C)(C)[C@H]1C=C(C(=O)NC2CC2)O[C@@H](OCCCCO)C1 | 1469 | 1648

Next section:
SMILES	SRC3 TRFRET art	SRC1 TRFRET art
O=C(NC(=S)NCc1ccccc1)c1ccccc1[N+](=O)[O-]	1613	1567
O=C(/C=C/c1ccccc1)Nc1ccc2c(c1)C(=O)NC2=O	1606	2094
O=C1C2CCCN2C(=O)N1CCN1CCN(c2ccccc2)CC1 (centres undefined)	1668	1776
CC(C)(C)c1ccc(C(=O)N2CCCN(C(=O)c3ccc(C(C)(C)C)cc3)CC2)cc1	1764	1850
CCN(C(=O)Nc1ccccc1)c1ccccc1	1618	1820
Cc1cc(NC(=O)CCCOc2ccc(Cl)cc2Cl)no1	1623	2046
O=C(O)/C(=C/c1ccco1)NC(=O)c1ccccc1	1472	1793
O=C(CN(Cc1ccco1)C(=O)c1ccc(Cl)cc1)Nc1ccc(Cl)c(Cl)c1	1781	1845
Cc1cccc(C)c1OCC(=O)Nc1nnc(C2CCCO2)s1 (centres undefined)	1619	1856
COC(=O)c1ccc(C(=O)OC)c(NC(=O)CN2CCN(c3ccccc3)CC2)c1	1495	1451
COC(C(=O)Nc1ccc(C(N)=O)cc1)c1ccccc1 (centres undefined)	1394	1674
Cc1nc2ccc(NC(=S)NCCCO)cc2nc1C	1503	1650
CSCCC(N=C(NS(=O)(=O)c1ccc(Br)cc1)c1ccccc1)C(=O)O (centres undefined)	1564	1742
CCNc1nc(NC(C)(C)C)nc(SCC(N)=O)n1	1729	1594
COC(=O)C(C)Sc1nnc2n(-c3cccc(C)c3)c(=O)c3c4c(sc3n12)CCCC4 (centres undefined)	1777	1873
CCOC(=O)CCCCC(=O)c1[nH]c(=O)[nH]c1CSc1nc(C)cc(=O)[nH]1	1580	1825
Cn1nnnc1SCC1=C(C(=O)O)N2C(=O)[C@@H](NC(=O)[C@H](O)c3ccccc3)[C@H]2SC1	1657	1870
CC(C(=O)Nc1sc2c(c1C#N)CCCCC2)N1C(=O)c2ccccc2C1=O (centres undefined)	1711	1750
COC(=O)c1ccccc1NC(=O)NCc1ccccc1	1377	2003
CC(C)(C)NC(=O)C(c1ccncc1)N(Cc1ccc(F)cc1)C(=O)c1ccc(-c2ccccc2)[nH]1 (centres undefined)	1627	1540
C/C(=N\N(Cc1ccccc1)c1ccccc1)c1ccncc1	1550	1953
O=C(CSc1nnc(NC(=O)c2ccco2)s1)Nc1ccccc1F	1473	1764
CC(C)c1ccc(/C=C/C(=O)NCc2ccc(S(N)(=O)=O)cc2)cc1	1615	2079
O=C(Cn1ccc(C(F)(F)F)n1)N=Nc1c(O)[nH]c2ccc(Br)cc12	1934	1832
Fc1cccc(/C=N/Nc2nc3ccccc3[nH]2)c1	1730	1917
CC(=O)N(Cc1ccco1)c1nc(C(=O)Nc2ccc(Cl)cc2)c(C)s1	1786	1969
Cc1ccc(/C=N/NC(=O)CNC(=O)COc2ccccc2)o1	1741	1707
Nc1ccc(Br)cc1-c1nc2ccccc2[nH]c1=O	1654	1877
CCC1CCCCN1S(=O)(=O)Cc1ccccc1Cl (centres undefined)	1619	1847
COc1cc2nc(CN(C)Cc3ccc(OC)c(OC)c3OC)[nH]c(=O)c2cc1OC	1622	1289
CC(=O)c1sc(N/N=C/c2ccc(C(C)C)cc2)nc1C	1645	1809
O=C(CN1CCN(S(=O)(=O)/C=C/c2ccccc2)CC1)NC(=O)NCc1ccco1	1452	2063
C=CCOc1cccc(CNn2nnnc2N)c1	1372	1621
COC(=O)c1sc(-c2ccccc2)cc1NC(=O)c1ccc(F)cc1	1663	1875
CCOC(=O)Cn1c2ccccc2c2nc(C)sc21	1499	1711
COc1ccc(F)cc1C(=O)C1CCCN(Cc2ccc3c(c2)OCCO3)C1 (centres undefined)	1682	1677
CC(=O)Nc1cccc(OCc2cnc(Cl)s2)c1	1506	1840
CCOc1ccccc1CN1CCN(Cc2csc(C(C)=O)c2)CC1CCO (centres undefined)	1528	1564
COc1ccc(-c2c(C)sc(NC(=O)c3ccnn3C)c2C#N)cc1	1547	1733
C/C(N)=C(/C#N)C(=O)CSc1nc2ccccc2c(=O)n1-c1ccc(C)cc1	1713	1765
CN1CCN(C(=O)C2=C[C@@H](C3CCCCC3)C[C@@H](OCCCCO)O2)CC1	1624	1941
O=C1NC(=O)C2(COC(c3ccccc3Cl)OC2)S1 (centres undefined)	1426	1818
O=C(/C=C/c1ccc([N+](=O)[O-])cc1)c1cccnc1	1497	1799
CC1=C(C(=O)OCc2ccccc2)C(c2ccc([N+](=O)[O-])cc2)NC(=O)N1CCCCCC(=O)O (centres undefined)	1647	1626
COCCCNC(=O)c1cc(C(=O)Cc2ccccc2)c[nH]1	1647	1689
O=C(Nc1ccc2c(c1)OCCO2)c1cc(-c2ccccn2)nc2ccc(Br)cc12	1791	1598
Cc1ccc(S(=O)(=O)NCC(=O)NCC(=O)OCc2c(F)cccc2Cl)cc1	1496	1772
CCC(/C=N/NC(=O)CCCCC(=O)N/N=C/C(CC)CC)CC	1729	1748
CCCOc1ccc(CSCCNC(=S)Nc2ccccc2)cc1	1562	1657
C/C(CC(=O)Nc1cccc2c1CCCC2)=N\NC(=O)COc1ccccc1	1572	1677

Next part
SMILES	SRC3 TRFRET art	SRC1 TRFRET art
O=C(Cn1cncn1)NCCC(c1ccccc1)c1ccccc1	1630	1740
O=C(O)CCCC(=O)Nc1nncs1	1645	1729
Cc1cc(Nc2nn(C)c(N)c2C#N)ccc1F	1629	2059
CCOc1c2ccoc2nc2c(OC)c(OC)ccc12	1788	1793
CC(=O)c1c(C)nc(-c2ccccc2)nc1N	1548	1740
Cn1c(SCCOc2ccccc2F)nc2ccccc2c1=O	1589	1871
CCN1/C(=C2\C(=O)N(C)C(=S)N2C)C=Cc2cc(C)ccc21	1564	1930
O=S(=O)(Nc1nccs1)c1ccc(F)cc1	1577	1933
CCc1cc[n+](CC(=O)Nc2ccc(Cl)cc2Cl)cc1	1474	1790
O=C(COc1ccc(/C=N/NC(=O)C(=O)N2CCCCCC2)cc1)Nc1ccccc1Cl	1543	2029
CSc1ccccc1NC(=O)CN(C)CC(=O)Nc1cc(C)ccc1C	1538	1812
Cc1nc(C#N)c(N/N=C/c2cccc(Cl)c2)o1	1523	1621
COc1cc(/C=N/n2cnnc2)ccc1OC(=O)c1ccco1	1714	1985
COc1ccc(N2C(=O)C(CN3CCN(C)CC3)C2c2ccccc2)cc1 (centres undefined)	1584	1741
O=C(Nc1ccc(F)cc1)c1ccccc1Oc1ccc(C(F)(F)F)cc1[N+](=O)[O-]	1641	1874
COc1ccc(S(=O)(=O)Nc2c(C)c(C)cc3c2ncn3C)cc1	1641	1888
Cc1ccc(SCC(=O)Nc2nccs2)cc1	1299	1839
CCOc1ccc(S(=O)(=O)N/N=C(\C)C2CCCCC2)cc1	1511	1828
O=C(c1ccccc1F)N1CCN=C1c1ccccc1	1742	1946
Cc1cccc(OP(=O)(Nc2c(C)n(C)n(-c3ccccc3)c2=O)Oc2cccc(C)c2)c1	1563	1782
COc1ccc(-n2nc([N+](=O)[O-])c(=NCCC3=CCCCC3)n2O)cc1	1595	1701
CSc1ccc(/C=N/n2c(Cc3ccc(Br)cc3)n[nH]c2=S)cc1	1705	1849
O=C(Nc1ccccc1C(=O)NCCN1CCOCC1)c1ccc(Cl)cc1Cl	1577	1751
CC1(C)CC(=O)c2cc(C(=O)NNc3ccccc3)c(=O)n(-c3ccccc3)c2C1	1656	1876
O=C(CN1CCCCC1)NCC1(c2ccccc2)CCCC1	1695	1679
O=C1CC(c2cccc([N+](=O)[O-])c2)c2cc3c(cc2N1)CCC3 (centres undefined)	1796	1934
COCCN(Cc1nc(C2(c3ccc(C)cc3)CCCC2)no1)C(C)C	1268	1617
O=C(c1ccccc1[N+](=O)[O-])n1cnc2ccccc21	1518	1951
c1ccc(-c2cn3nc(-c4ccccc4)cnc3n2)cc1	1405	1758
CN=C(c1ccccc1)c1c(C)cccc1C	1265	1665

Three records drawn at random from those above:
SMILES	SRC3 TRFRET art	SRC1 TRFRET art
O=C(c1ccccc1[N+](=O)[O-])n1cnc2ccccc21	1518	1951
CN=C(c1ccccc1)c1c(C)cccc1C	1265	1665
O=C(CN1CCCCC1)NCC1(c2ccccc2)CCCC1	1695	1679

Continuation:
SMILES	SRC3 TRFRET art	SRC1 TRFRET art
N#CCC(=O)c1sccc1-n1cccc1	1466	1870
O=C(CSc1nnc(Nc2ccccc2)s1)Nc1cccc(S(=O)(=O)N2CCCCC2)c1	1487	1587
C#CCOCCOCCOCCNc1nc(N2CCOCC2)nc(N2CCN(C(=O)[C@H](Cc3cc4ccccc4[nH]3)n3cc([C@@H](N)CC(C)C)nn3)CC2)n1	1506	1982
O=C(O)c1ccc(N2CCCCC2)cc1	1856	2086
N/C(=N\OC(=O)c1ccc2ccccc2c1)c1cccc([N+](=O)[O-])c1	1620	2085
COc1ccc(-c2cc(C(F)(F)F)n3nc(C(=O)N(C)Cc4ccccc4)cc3n2)cc1OC	1652	1985
COc1cccc(C(=O)C2CCCN(Cc3cccc(-n4nc(C)cc4C)c3)C2)c1 (centres undefined)	1768	1712
CC(/C=C/c1ccc2c(c1)OCO2)=N/NC(=O)C1COc2ccccc2O1 (centres undefined)	1641	1602
CN1CCCN(C(=O)CC(c2ccccc2)c2ccccc2)CC1	1752	1940
Cc1ccsc1C(=O)C1CCCN(Cc2cc(F)ccc2-n2cccn2)C1 (centres undefined)	1591	1463

Look-ups from the list.
Under SRC3 TRFRET art, Cn1c(=NC(=O)c2ccco2)sc2ccccc21 has 1762
Under SRC3 TRFRET art, N#CCC(=O)c1sccc1-n1cccc1 has 1466
Under SRC1 TRFRET art, O=C1CC(c2cccc([N+](=O)[O-])c2)c2cc3c(cc2N1)CCC3 (centres undefined) has 1934
Under SRC3 TRFRET art, Nc1ccc(Br)cc1-c1nc2ccccc2[nH]c1=O has 1654
Under SRC3 TRFRET art, O=C1C2CCCN2C(=O)N1CCN1CCN(c2ccccc2)CC1 (centres undefined) has 1668
Under SRC1 TRFRET art, O=C(Cn1cncn1)NCCC(c1ccccc1)c1ccccc1 has 1740
Under SRC1 TRFRET art, O=C(c1ccccc1[N+](=O)[O-])n1cnc2ccccc21 has 1951

Following part.
SMILES	SRC3 TRFRET art	SRC1 TRFRET art
O=C(Nc1ccc(N2CCOCC2)nc1)c1ccc(C(F)(F)F)cc1	1561	1952
COc1ccc(-n2c(SCC(=O)NNC(=O)c3ccc(C)cc3)nnc2-c2ccncc2)cc1	1569	2029
COc1ccc(/C=C/C(=O)NCCc2ccc(S(N)(=O)=O)cc2)cc1	1489	2076
Nc1nc(NCC2CCCO2)nc(NCC2CCCO2)c1[N+](=O)[O-] (centres undefined)	1670	1837
CCC(=O)Nc1sccc1C(=O)OC	1547	2105
ONc1cccnc1-n1nc(C(F)(F)F)cc1C(F)(F)F	1424	1737
Cc1cccc(C)c1NC(=O)CN(C)CC(=O)Nc1ccc(F)c(Cl)c1	1688	1771
Cn1cccc1-c1nc2ccccc2n1C	1550	1739
COC(=O)c1cc(NC(=O)c2ccc([N+](=O)[O-])cc2)c(=O)oc1C	1548	1701
COc1ccc(C2CC(c3ccccc3)=NN2C(=O)COC(=O)c2ccc(Cl)nc2)cc1 (centres undefined)	1806	1893
CNC(=O)/C(C#N)=C/c1cn(CC(=O)NCc2ccco2)c2ccccc12	1590	1709
Nc1ccc(/C=C/C(=O)c2ccco2)cc1	1669	1932
COc1cccc(/C=N/NC(=S)Nc2cccc(C(=O)O)c2)c1O	1638	2021
CCOC(=O)c1c(C)[nH]c(C(=O)COC(=O)C(C)Oc2ccc(Cl)cc2Cl)c1C (centres undefined)	1391	1781
O=S(=O)(c1ccc(NCc2ccc(F)cc2)nc1)N1CCCC1	1825	1955
Cc1cccc2sc(NNC(=O)C3COc4ccccc4O3)nc12 (centres undefined)	1462	1670
NC(=S)NCc1cccnc1	1625	2028
COc1ccc(CNC(=O)C(=O)NCC2OCCN2S(=O)(=O)c2cccs2)cc1 (centres undefined)	1468	1836
Cc1c(Cl)cccc1NC(=O)CNc1cccc(S(=O)(=O)N(C)C)c1	1650	1970
CN(Cc1ccccc1)C(=O)COC(=O)c1cc(NS(=O)(=O)c2cccs2)ccc1O	1551	1823
O=C(CN1CCCCCCC1)N/N=C/c1ccc(F)c(F)c1	1581	1944
CC(C)NC(=O)C1CCN(C2CCN(C(=O)C3=CCCC3)CC2)CC1	1409	1658
Cn1c(Cl)c(/C=N/OC(=O)C(C)(C)C)c2ccccc21	1673	1893
O=C(N/N=C1\CCc2ccccc21)c1ccc(O)cc1	1519	1886
